STEP block = STEP phosphatase inhibitors, primary screen, biochemical, fluorescence intensity, uHTS; Tyrosine-protein phosphatase non-receptor type 5 (Homo sapiens), P54829; recombinant STEP, OMFP fluorogenic substrate; inhibition, % at 20 µM; hit rate 0.25% among 360,000; AID 588621, 2011;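 active = inhibition at 20 µM, scaled per plate between control wells, above about 37%, limit read from the data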;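 note: 0% = DMSO with enzyme and substrate and 100% = substrate only without enzyme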
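Material: STEP (striatal-enriched tyrosine phosphatase) enzyme, cell-free | Medium: 50 mM Bis-Tris pH 6.0 with 2.5 mM DTT and 0.005% Tween 20 | Read-out: Percent inhibition scaled to no-enzyme and uninhibited-enzyme controls, plate-pattern corrected | Signal: Fluorescence read at 480 nm ex / 540 nm em | Times: 20 min reaction, room temperature, in the dark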
NadD inh = inhibitors of S. aureus NadD, primary screen, biochemical, colorimetric, uHTS; Nicotinate-nucleotide adenylyltransferase NadD (Staphylococcus aureus N315); purified NadD enzyme, colorimetric absorbance read-out; inhibition, % at 20 µM; hit rate 0.78% among 360,000; in the data active = inhibition above about 26%; note: some compounds past the cut are filed as inactive
DNMT1 inh = human DNMT1 methyltransferase inhibitors, primary screen, biochemical, molecular beacon, fluorescence, HinP1I cleavage, uHTS. inhibition (reported as % activation of signal), % at 10 µM. hit rate 0.83% among 360,000; in the data active = inhibition above about 50%
TbMetRS inhib = T. brucei MetRS inhibitors, primary screen, biochemical, luminescence; methionyl-tRNA synthetase (Trypanosoma brucei brucei); AID 624268, 2012; purified T. brucei MetRS, ATP depletion, Kinase-Glo luminescence; inhibition, % at 11.9 µM; hit rate 0.4% among 360,000;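 active = inhibition above a per-plate cutoff of the control wells' mean inhibition plus 3 SD, cut at about 5.5% in these data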;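 note: 0% = DMSO wells median and 100% = median of wells with control inhibitor compound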
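Material: T. brucei methionyl-tRNA synthetase, purified; reagent: substrates ATP, L-methionine and bulk Escherichia coli tRNA; dosing: 11.9 µM single point; timing: 15 min plus 2 h at 25 °C; detection: luminescence of leftover ATP; evaluation: % inhibition; control set: DMSO-only wells as low control; replicates: singlicate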
Scp1 inh = Scp-1 phosphatase inhibitors, primary screen, biochemical, colorimetric, uHTS | Recombinant Scp1, phosphopeptide, malachite green phosphate absorbance | inhibition, % at 20 µM | hit rate 0.88% among 340,000 | AID 493091, 2011;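 active = inhibition above about 50% at 20 µM, limit read from the data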;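 note: plate controls were DMSO wells with enzyme for no effect and wells lacking enzyme for full effect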
Target sequence (Q9GZU7 76-261 limits assumed): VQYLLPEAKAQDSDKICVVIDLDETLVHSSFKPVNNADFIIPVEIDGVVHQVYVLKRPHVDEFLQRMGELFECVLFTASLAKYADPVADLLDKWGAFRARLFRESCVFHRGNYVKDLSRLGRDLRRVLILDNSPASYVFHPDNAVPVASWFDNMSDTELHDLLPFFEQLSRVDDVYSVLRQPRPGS
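Material – SCP-1 phosphatase catalytic domain, residues 76-261 · Buffer or medium – Acidic Tris acetate buffer with magnesium and detergent · Also added – Phospho 17-mer peptide substrate · Compound – single 20 µM dose, 1% DMSO · Times – 45 min room-temperature reaction, 5 min colour, 30 min stabiliser · Technique – Phosphate-binding colour reagent, absorbance read at 630 nm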
MsrA inh = bovine MsrA enzyme inhibitors, primary screen, biochemical, absorbance, HTS. hit rate 0.75% among 360,000. inhibition, % at 15.5 µM. purified bovine MsrA, absorbance read-out. Methionine sulfoxide reductase A (Bos taurus); in the data active = inhibition above about 4.5%;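 note: 0% = vehicle wells with enzyme and 100% = reference inhibitor wells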
SUMO1-SIM PPI = modulators of SUMO1 protein-protein interactions, primary screen, biochemical, uHTS | SUMO1 binding to a labelled peptide, TR-FRET, 1 h | inhibition, % at 20 µM | hit rate 0.33% among 360,000 | AID 602429, 2012; in the data active = inhibition above about 37%
Rpn11 inh = Rpn11 (PSMD14) deubiquitinase inhibitors, primary screen, biochemical, fluorescence polarization, uHTS; hit rate 0.59% among 360,000; calls only at 20 µM; 26S proteasome non-ATPase regulatory subunit 14 (Homo sapiens), O00487; human 26S proteasome, Ub4-pepOG fluorescence polarization; 20S core pre-blocked with epoxomicin;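 active = inhibition at 20 µM, scaled to each plate's controls, above about 33%, limit read from the data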
Target sequence (O00487 whole entry, looked up): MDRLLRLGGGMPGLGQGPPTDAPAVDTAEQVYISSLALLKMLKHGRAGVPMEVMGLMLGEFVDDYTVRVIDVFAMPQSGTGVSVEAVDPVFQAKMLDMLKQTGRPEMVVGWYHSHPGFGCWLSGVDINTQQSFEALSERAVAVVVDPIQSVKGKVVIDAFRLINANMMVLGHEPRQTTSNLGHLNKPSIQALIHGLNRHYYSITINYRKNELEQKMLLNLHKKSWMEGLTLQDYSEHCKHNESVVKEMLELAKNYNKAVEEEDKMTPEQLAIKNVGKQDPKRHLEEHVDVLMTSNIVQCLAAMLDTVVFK
LMPTP inh = LMPTP phosphatase inhibitors, primary screen, biochemical, fluorescence intensity, uHTS. Low molecular weight phosphotyrosine protein phosphatase (Homo sapiens), P24666. hit rate 0.22% among 360,000. inhibition, % at 20 µM. recombinant LMPTP-A, OMFP fluorogenic substrate;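 active = compounds that cut the enzyme signal by at least half of the control window in the single-dose screen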;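 note: plate controls were DMSO wells with enzyme plus substrate for no effect and substrate without enzyme for full effect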
Target sequence (P24666 whole entry, looked up): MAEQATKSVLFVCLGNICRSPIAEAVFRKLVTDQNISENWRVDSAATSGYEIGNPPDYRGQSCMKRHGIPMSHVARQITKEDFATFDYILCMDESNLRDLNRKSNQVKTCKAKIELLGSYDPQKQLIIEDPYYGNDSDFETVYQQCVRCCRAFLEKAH
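Assay system: LMPTP-A phosphatase enzyme | Input: 0.625 nM enzyme | Also added: Fluorogenic phosphatase substrate OMFP at 400 µM final | Compound dosing: One test concentration per compound, 20 µM, with 3% DMSO overall | Schedule: 50 min enzyme reaction at room temperature, protected from light | Signal: Fluorescence intensity | Benchmarks: no-enzyme and uninhibited controls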
CSN inh = inhibitors of CSN-mediated cullin deneddylation, primary screen, biochemical, fluorescence polarization, uHTS | AID 651999, 2013 | hit rate 0.38% among 360,000 | inhibition, % at 12.5 µM | COP9 signalosome complex subunit 5 (Homo sapiens), Q92905 | Purified CSN, SCF-Nedd8-OG deneddylation;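 active = pattern-corrected inhibition above about 35%, with an unprinted fluorescence ratio check between 0.5 and 1.5, limit read from the data, passing the limit was not always enough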;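 note: 0% = enzyme with substrate and 100% = substrate without enzyme; some results filed as inactive read as strong as hits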
Target sequence (Q92905 whole entry, looked up, one chain of several): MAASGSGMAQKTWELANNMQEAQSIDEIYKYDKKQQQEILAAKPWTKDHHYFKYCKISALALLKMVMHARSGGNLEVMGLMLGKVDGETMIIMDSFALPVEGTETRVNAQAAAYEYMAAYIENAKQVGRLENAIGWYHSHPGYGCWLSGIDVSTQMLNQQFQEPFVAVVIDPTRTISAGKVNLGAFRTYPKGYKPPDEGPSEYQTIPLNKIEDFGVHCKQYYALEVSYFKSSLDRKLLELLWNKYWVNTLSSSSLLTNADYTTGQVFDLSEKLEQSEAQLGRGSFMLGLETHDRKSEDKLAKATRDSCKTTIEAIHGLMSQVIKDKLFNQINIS
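Test system: Human Csn5 produced in HEK293T cells | Compound: 12.5 µM single point | Times: 90 min, room temperature | Signal: Fluorescence polarization readout | Read-out basis: % inhibition of substrate cleavage by Csn5 | Controls: no-enzyme wells high, enzyme-with-substrate wells low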
* hit, by the source's call; i = inactive; · = not tested or not shown; + = active, no number; & = joins results of further samples.

SMILES	STEP block	NadD inh	DNMT1 inh	TbMetRS inhib	Scp1 inh	MsrA inh	SUMO1-SIM PPI	Rpn11 inh	LMPTP inh	CSN inh
O=C(CCc1c[nH]c2ccccc12)N1CCN(S(=O)(=O)c2ccc(F)cc2)CC1	5	-2	-2	-0.3	-11	-1.6	0	i	0.9	3
O=C(NCc1ccc2c(c1)OCO2)c1cc2c(s1)CSC2	-1	22	-2	0.1	2	0.3	-8	i	3.4	12
COc1ccc(C(=O)NCCCN2CCOCC2)cc1S(=O)(=O)N1CCCc2ccccc21	-1	-6	-3	-0.3	-8	-1.3	3	i	-2.4	-5
COc1cc2c(cc1OC)CN(Cc1cc(=O)oc3c(C)c(C)ccc13)CC2	1	6	-6	0.5	-1	0.5	-14	i	2.7	-5
Cc1oc(-c2cccc3ccccc23)nc1CN1CCC[C@H]1CO	1	-7	-21	-0.8	-5	0.1	-2	i	1.1	7
Cn1c(=O)n(-c2ccccc2)c(=O)c2c3c(sc21)COC(C)(C)C3	-3	-1	5	-1.8	-10	-0.6	0	i	-0.9	-2
CCc1nc(N2CCN(C(C)=O)CC2)c2c3c(sc2n1)CCCC3	1	5	2	-0.1	-4	-0.9	7	i	-0.6	-5
COc1cc(C(=O)NCCc2nc3ccccc3n2C)cc(OC)c1OC	-6	-2	1	-0.8	0	-1.3	1	i	-1.0	-2
CC(C)(O)C(=O)N/N=C\c1ccc(OC/C=C/c2ccccc2)cc1	1	-1	0	-0.1	-7	1.1	-10	i	1.3	1
c1ccc(Nc2cccc(Nc3ccccc3)n2)cc1	-4	0	-28	0.1	-9	2.0	-4	i	3.4	2
Cc1c(C(=O)N/N=C/C(C)C)[nH]c2ccc([N+](=O)[O-])cc12	-2	8	-2	-0.4	-10	2.1	-19	i	-0.6	-1
COCCCn1c(SCC(=O)NC2CCCC2)nnc1-c1ccccc1	2	-1	1	-0.6	-10	-0.5	4	i	-0.7	-1
CCC(C)(C)NC(=O)C(c1ccccn1)N(C(=O)c1csnn1)c1ccc(C)c(C)c1 (centres undefined)	3	2	11	-0.3	0	1.9	6	i	2.0	-4
Cc1cc2nc(C3CCCCC3)c(Cc3ccccc3C(F)(F)F)n2c(C)c1Br	·	10	·	-0.4	·	-1.2	-3	·	1.8	1
NS(=O)(=O)c1ccc(CCNC(=O)COC(=O)CCc2c[nH]c3ccccc23)cc1	2	-2	-8	-0.4	8	-1.1	7	i	0.6	1
Cc1ccccc1-c1nc2c(s1)CCc1onc(-c3ccc(Cl)cc3)c1-2	0	-2	0	-0.2	-5	0.9	-2	i	0.4	0
C[C@H](CCC(=O)O)[C@H]1CC[C@H]2[C@@H]3[C@H](O)C[C@@H]4C[C@H](O)CC[C@]4(C)[C@H]3C[C@H](O)[C@]12C	-2&-4&-2	-2&3&7	-1&-2&-4	-1.3&-0.9&0.5	-9&-6&7	-0.6&0.3&1.4	5&4&-4	i	-0.1&1.4&2.2	-4&1&-3
COCCNS(=O)(=O)c1cccc2cccnc12	3	-3	0	-0.1	-6	-0.6	0	i	-1.2	-6
O=C(O)C1CCc2nc(NCc3ccccc3)nc(NCc3ccccc3)c2C1 (centres undefined)	5	5	-2	0.8	2	0.5	6	i	0.2	-2
Cn1c(C(C#N)/C(=N\S(=O)(=O)c2cccs2)c2ccccc2)nc2ccccc21 (centres undefined)	0	-6	5	-0.7	0	1.2	3	i	-0.5	-6
COc1ccc(/C=C/C(=O)c2ccc(C(=O)/C=C/c3ccc(OC)c(OC)c3)cc2)cc1OC	1	-5	8	-1.2	-13	1.6	-8	+	4.0	24
Cc1cccc(C(=O)N2CCC(c3nc4ccccc4s3)CC2)c1	1	-6	-4	-1.1	-3	0.5	0	i	1.6	0
Cc1c(NC(=O)COC(=O)c2ccc(Cl)nc2)c(=O)n(-c2ccccc2)n1C	2	-2	3	-0.5	-4	0.8	1	i	-2.2	2
CCN(CC)S(=O)(=O)C1CCS(=O)(=O)C1 (centres undefined)	0	-2	-1	0.4	-8	1.1	4	i	-0.9	2
CCC(c1nnnn1C1CCCCC1)N1CCN(C2CCCC2)CC1 (centres undefined)	-7	-7	1	-0.6	-4	-0.1	-1	i	-3.0	-1

Shown as a markdown table: 2 of the compounds above.
| Structure | STEP block | NadD inh | DNMT1 inh | TbMetRS inhib | Scp1 inh | MsrA inh | SUMO1-SIM PPI | Rpn11 inh | LMPTP inh | CSN inh |
| --- | --- | --- | --- | --- | --- | --- | --- | --- | --- | --- |
| CCN(CC)S(=O)(=O)C1CCS(=O)(=O)C1 (centres undefined) | 0 | -2 | -1 | 0.4 | -8 | 1.1 | 4 | i | -0.9 | 2 |
| CCC(c1nnnn1C1CCCCC1)N1CCN(C2CCCC2)CC1 (centres undefined) | -7 | -7 | 1 | -0.6 | -4 | -0.1 | -1 | i | -3.0 | -1 |

Of the compounds above, these have an NH in an aromatic ring.
SMILES	STEP block	NadD inh	DNMT1 inh	TbMetRS inhib	Scp1 inh	MsrA inh	SUMO1-SIM PPI	Rpn11 inh	LMPTP inh	CSN inh
O=C(CCc1c[nH]c2ccccc12)N1CCN(S(=O)(=O)c2ccc(F)cc2)CC1	5	-2	-2	-0.3	-11	-1.6	0	i	0.9	3
Cc1c(C(=O)N/N=C/C(C)C)[nH]c2ccc([N+](=O)[O-])cc12	-2	8	-2	-0.4	-10	2.1	-19	i	-0.6	-1
NS(=O)(=O)c1ccc(CCNC(=O)COC(=O)CCc2c[nH]c3ccccc23)cc1	2	-2	-8	-0.4	8	-1.1	7	i	0.6	1

(list continues)
SMILES	STEP block	NadD inh	DNMT1 inh	TbMetRS inhib	Scp1 inh	MsrA inh	SUMO1-SIM PPI	Rpn11 inh	LMPTP inh	CSN inh
Cc1cccc(C)c1NC(=O)CNC(=O)Cn1nc(C)c(C)c(C#N)c1=O	0	-2	-4	-0.3	-3	0.7	-19	i	-0.4	-15
Clc1ccc(-c2c[n+](Cc3cccc(Cl)c3)c3n2CCC3)cc1	0	0	-1	0.2	9	-0.5	-1	i	-0.7	-14
O=c1c2ccccc2nc(-c2ccc(Cl)cc2)n1C1CCS(=O)(=O)C1 (centres undefined)	-5	-1	-1	-0.8	0	-0.7	0	i	-2.1	0
COc1cccc(NC(=O)CN(C)CC(=O)Nc2ccc(C)cc2Cl)c1	3	-2	1	0.7	-5	-1.2	4	i	-0.5	3
O=C(Nc1ccc(C(=O)N2CCCC2)cc1)c1cc(F)c(F)cc1Cl	-2	0	0	0.2	·	-1.5	0	i	-0.8	1
O=C(NNC(=O)C1CCCO1)c1ccc([N+](=O)[O-])cc1 (centres undefined)	1	-1	1	0.5	-3	-0.3	-27	i	-2.6	0
CCN(CCO)Cc1csc2ccc(Br)cc12	-2	0	3	-0.5	-12	-1.7	0	i	-1.0	-3
O=Cc1ccc(-c2cccc([N+](=O)[O-])c2)o1	1	-1	8	-0.1	3	1.9	-36	i	-0.7	5
COc1ccc(S(=O)(=O)N2CCC(C(=O)Nc3nnc(CCN4CCCCC4)s3)CC2)cc1	-4	-2	0	-0.1	-6	-0.8	-1	i	0.2	-2
CCN1CCCC1CNCC(O)COc1ccc(C(C)(C)C)cc1C (centres undefined)	0	-7	-1	-0.5	1	-1.1	0	i	-5.5	2
Cc1cc2oc(C(=O)N(Cc3ccco3)C3CCS(=O)(=O)C3)cc(=O)c2cc1Cl (centres undefined)	-3	2	2	-0.4	-5	0.3	-8	i	-2.1	8
CCc1ccc(CN(C)C(=O)c2cc(S(=O)(=O)N3CCN(CC)CC3)ccc2Cl)cc1	0	-10	-9	-0.7	-5	0.3	-22	i	-8.5	1
CN(CC(=O)Nc1ccccc1Cl)C(=O)CN1C(=O)C2CCCCC2C1=O (centres undefined)	0	-7	-1	-0.6	2	-0.7	2	i	-0.8	2
O=S(=O)(NCCc1cn2ccccc2n1)c1cccs1	4	-4	4	-1.1	-5	0.5	3	i	-0.4	5
O=C(CSc1nnnn1-c1ccc(Cl)cc1)Nc1cccnc1Cl	1	-4	3	0.0	3	0.8	0	i	0.7	2
COc1ccc(-c2cc(C(F)(F)F)c(C#N)c(SCC(=O)Nc3ccc(C)cc3)n2)cc1	-6	21	39	-1.1	-2	1.3	-4	i	0.9	1
Cc1ccc(CNC(=O)CSc2c3c(nc4ccc(Cl)cc24)CCCC3)o1	0	1	-4	0.1	-3	1.0	-11	i	0.5	6
COc1cccc(N2CCN(C(=O)c3ccc(N4C(=O)NC5CC4(C)Oc4ccccc45)cc3)CC2)c1 (centres undefined)	-1	-1	-5	-2.5	6	-0.6	2	i	-2.3	5
COC(=O)C1=C(CSc2nncn2C)NC(=O)NC1c1cc(C)ccc1C (centres undefined)	-1	1	0	-0.7	0	0.5	3	i	-1.1	-4
O=C(c1cc2ccccc2o1)N1CCC(N2CCC(C(=O)N3CCCC3)CC2)CC1	4	4	-1	-0.4	5	2.2	-4	i	9.2	1
CCC(C)OC(=O)c1[nH]c2c(c1C)C(=O)CC(c1ccc(N(C)C)cc1)C2 (centres undefined)	2	16	3	-1.9	-8	0.3	3	i	4.6	5
NC(=O)c1ccc(-n2nnnc2SCc2ccccc2)cc1	1	0	3	0.4	-5	-0.1	0	i	0.1	3
Cn1cc([C@]2(O)C(=O)Nc3c(F)cccc32)c2ccccc21	·	·	·	-0.1	·	-0.2	0	·	-0.5	3
NS(=O)(=O)c1ccc(NC(=O)/C=C/c2ccccc2[N+](=O)[O-])cc1	-3	3	-1	-0.4	-6	0.8	-17	i	1.0	-12

Source: PubChem BioAssay (several laboratories)

Not a hit list; 3.9% or so of the library scored in one or more.
